ALDH1A1 block: blocks purified human ALDH1A1 activity. P00352. Purified ALDH1A1, NADH fluorescence, propionaldehyde substrate. Potency, µM (doses to about 75.3 µM), for inactives: at the top dose activity, negative = inhibition, actives largely listed as inhibitors. 220,000 compounds, 7.3% hits. AID 1030; active means well fitted inhibition curve with a large enough effect, not every such curve was filed as active; inconclusive means small, poorly fitted or top-dose-only effect, or another doubt; inactive means no such curve, though single readings can be large or run the other way;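 further: plate controls were no enzyme wells and a reference inhibitor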
Target sequence (P00352 whole entry, looked up): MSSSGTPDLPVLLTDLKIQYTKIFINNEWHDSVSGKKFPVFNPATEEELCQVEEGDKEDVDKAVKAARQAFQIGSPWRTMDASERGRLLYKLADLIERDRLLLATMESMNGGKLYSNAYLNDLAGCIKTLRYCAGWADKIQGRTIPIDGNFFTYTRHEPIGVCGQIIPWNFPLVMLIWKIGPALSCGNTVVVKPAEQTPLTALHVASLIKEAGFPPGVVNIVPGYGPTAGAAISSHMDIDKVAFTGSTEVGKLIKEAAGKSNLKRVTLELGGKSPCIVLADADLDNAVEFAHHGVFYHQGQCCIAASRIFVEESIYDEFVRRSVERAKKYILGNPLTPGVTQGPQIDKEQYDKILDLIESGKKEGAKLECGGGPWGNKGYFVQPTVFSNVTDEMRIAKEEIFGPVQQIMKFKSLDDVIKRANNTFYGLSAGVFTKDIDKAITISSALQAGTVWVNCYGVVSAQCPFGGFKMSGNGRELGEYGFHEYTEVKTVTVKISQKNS
HTT cytoprotect: cytoprotection in Huntington HTT-Q103 PC12 cell model; PC12 HTT-Q103 induced, cytoprotection, ATP luminescence, 40 h; Potency, µM (doses to about 56.4 µM), inactives show cytoprotection (ATP increase), hits mostly activators; 230,000 compounds, 0.14% hits; AID 1471;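 further: % of control where 0% means no effect; nearly all actives have a fitted effect of over 45% in size; toxic huntingtin expression switched on by the ecdysone agonist tebufenozide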
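PC12 cells stably carrying ecdysone-inducible Htt exon 1 (Q103)–GFP were induced with 100 nM tebufenozide (final) alongside library compounds in a dose series. Cytoprotection was scored as retained ATP by ATPlite luminescence.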
JMJD2E inh: blocks human JMJD2E demethylase activity; JMJD2E catalytic domain, FDH-coupled NADH fluorescence (FDH is formaldehyde dehydrogenase); B2RXH2; Potency, µM (highest dose often 57.1 µM), for the others: at the highest dose activity change, negative = inhibition, actives largely listed as inhibitors; 230,000 compounds, 1.6% hits; active means well fitted inhibition curve with a large enough effect, not every such curve was filed as active; inconclusive means small, poorly fitted or top-dose-only effect, or another doubt; inactive means no such curve, though single readings can be large or run the other way;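 further: 0% = wells with enzyme and -100% = buffer wells without enzyme; nearly all actives have a fitted effect of over 50% in size; many of its hits are not listed in these tables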
Target sequence (B2RXH2 1-337 limits assumed): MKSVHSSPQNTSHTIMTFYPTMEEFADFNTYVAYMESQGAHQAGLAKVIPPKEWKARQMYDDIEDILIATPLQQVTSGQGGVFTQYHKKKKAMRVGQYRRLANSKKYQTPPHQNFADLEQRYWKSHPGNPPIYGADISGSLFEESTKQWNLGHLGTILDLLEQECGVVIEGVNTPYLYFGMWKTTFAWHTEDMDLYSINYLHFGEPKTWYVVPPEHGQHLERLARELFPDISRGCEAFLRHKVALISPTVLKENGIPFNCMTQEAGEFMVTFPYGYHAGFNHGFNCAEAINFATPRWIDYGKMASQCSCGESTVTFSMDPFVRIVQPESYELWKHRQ
Tau fibril ThT: inhibitors of human tau fibril formation, thioflavin T binding; AID 1460; 270,000 compounds, 2.1% hits; P10636; recombinant tau K18 P301L, heparin-induced fibrillization, ThT fluorescence; Potency, µM (top dose mostly 57.4 µM), for the others: at the top dose activity, negative = inhibition, actives largely listed as inhibitors; further: on the % scale 0 is the no-effect control and ±100 the full control effect; nearly all actives have a fitted effect of over 55% in size
Target sequence (P10636 561-689 P618L limits assumed): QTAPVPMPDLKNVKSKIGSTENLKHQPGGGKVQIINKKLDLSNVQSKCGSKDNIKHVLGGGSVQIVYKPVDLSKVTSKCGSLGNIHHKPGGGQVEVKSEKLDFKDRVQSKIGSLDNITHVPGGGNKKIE
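Heparin-induced (20 uM) aggregation of recombinant human K18 P301L tau, 15 uM unlabeled with 0.24 uM labeled, pH 7 acetate buffer, 6 hr at 37 C with compound. Fibrils quantified by 30 uM ThT fluorescence after 1 hr ambient incubation.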
SMN2 splice up: increases expression of the SMN2 splice variant. HEK293 SMN2-luciferase splicing reporter, luminescence, 30-36 h. Potency, µM (titrated, usually from 46.1 µM), for inactives: at the top dose activity change, positive = activation, usual class: activators. 210,000 compounds, 2.8% hits. AID 1458; further: % of control where 0% means no effect; nearly all actives have a fitted effect of over 55% in size
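HEK293 cells carry an SMN2 […]–luciferase reporter in which exon 7 inclusion puts luciferase in frame. Cells were plated 10-12 h before compound addition, then incubated 30-36 h at 37C. ONE-Glo luminescence was read; sodium butyrate at 4.5 mM final served as control.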
Tau fluor cs: counter-screen for tau fibril formation inhibitors | tau K18 P301L Alexa594 fluorescence, heparin fibrillization | Potency, µM (highest dose often 57.7 µM), inactives show at the top dose activity change, negative = decrease | 280,000 compounds, 0.93% hits | AID 1463; further: on the % scale 0 is the no-effect control and ±100 the full control effect; nearly all actives have a fitted effect of over 55% in size
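Human tau K18 P301L (15 uM unlabeled, 0.24 uM Alexa 594-labeled) in 100 mM sodium acetate pH 7 with 20 uM heparin, 6 hr at 37 C. ThT 30 uM added, 1 hr ambient; Alexa 594 FP and total fluorescence read at 555/632 nm.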
HTT aggregate: reduces HttQ103-GFP aggregates in PC12 cells; PC12 HttQ103-GFP aggregates, Acumen cytometry, 40 h; Potency, µM (top dose mostly 46.1 µM), inactives show at the top dose activity change, negative = inhibition, most hits filed as inhibitors; 220,000 compounds, 1.1% hits; further: on the % scale 0 is the no-effect control and ±100 the full control effect; nearly all actives have a fitted effect of over 60% in size
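Huntingtin Q103 exon 1–GFP aggregates in induced PC12 cells (100 nM tebufenozide) were quantified by cytometry from lysates, with compounds dosed in titration.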
Tau FP inhib: tau fibrillization inhibition (FP) | 280,000 compounds, 0.39% hits | Potency, µM (doses to about 57.7 µM), without a hit: at the highest dose activity, negative = inhibition, actives largely listed as inhibitors | K18 P301L tau heparin fibrillization, Alexa594 FP, 6 h; further: on the % scale 0 is the no-effect control and ±100 the full control effect; nearly all actives have a fitted effect of over 55% in size
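Human K18 P301L fragment (15 uM unlabeled plus 0.24 uM Alexa 594-labeled) in 100 mM sodium acetate pH 7 with compound, aggregation induced by 20 uM heparin for 6 hr at 37 C. ThT (30 uM) added for 1 hr, then Alexa 594 FP read.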
Starred values were filed as active, the others as inactive; ? = inconclusive; nt = not tested or not shown; & = joins results of further samples; [ ] = dose if it differs, or a comment. Unless noted, the call rests on the fitted dose curve; in most records, active means well fitted curve in the direction sought with a large enough effect; inconclusive means small, poorly fitted or top-dose-only effect, or another doubt; inactive means no such curve, though single readings can be large; an effect the other way counts as inactive or inconclusive. Potency means the concentration at half of the fitted maximal effect. An excerpt; count on the stated rates, not on these rows.

SMILES	ALDH1A1 block	HTT cytoprotect	JMJD2E inh	Tau fibril ThT	SMN2 splice up	Tau fluor cs	HTT aggregate	Tau FP inhib
O=C1C2C(c3ccccc3)CC=CC2[C@H](c2ccc(C(F)(F)F)cc2)N1Cc1ccccc1 (stereo partly specified)	nt	-29%[10 µM]	-23%	?	nt	-17%	-31%[9.22 µM]	6%
CNC(=O)c1ccc(-n2cccn2)nc1	4%	-21%[10 µM]	7%	-3%	4%	4%	-6%	-1%
COc1ccc(C)cc1-n1c(N)c(C#N)c(C#N)c1-c1ccc(OC)c(OC)c1OC	-18%	1%[10 µM]	?	-1%	?	-18%	4%	2%
COc1ccc(OCC(=O)NN2Cc3ccccc3C2=N)cc1	1%	1%	-1%	-7%	-3%	-2%	20%[9.22 µM]	12%
Cc1ccnc2nc(C(=O)Nc3ccc(N4CCOCC4)cc3)nn12	7%	-26%	-2%	-12%	27%	-1%	3%	5%
CCOC(=O)C1(O)CSc2nc3sc(C(=O)O)c(C)c3c(=O)n21 (stereo unspecified)	?	4%	?	-10%	23%	6%	-7%	6%
CNC(=O)c1nc(C)c(C2(C)CC(c3cccc([N+](=O)[O-])c3)=NO2)s1 (stereo unspecified)	nt	21%[10 µM]	5%	6%	nt	5%	34%[9.22 µM]	4%
Cc1occc1C(=O)NNC1=CC(=O)CC(C)(C)C1	10%	nt	5%	3%	25%	5%	2%	12%
CCOCCCNC(=O)C1CC(=O)N(C2CCCC2)C1 (stereo unspecified)	11%	7%[10 µM]	-12%	0%	-8%	2%	2%	2%
CCOc1ccc(N2C(=O)CC(NCCc3c[nH]c4ccccc34)C2=O)cc1 (stereo unspecified)	11µM*	-41%	-3%	?	5%	-16%	11%	2%
COC(=O)c1ccc(S(=O)(=O)N(C2CCCCC2)C2CCCCC2)n1C	nt	-6%[10 µM]	6%	-8%	nt	-3%	3%[9.22 µM]	11%
CCCC1Cc2nc(Cl)c(C#N)cc2CO1 (stereo unspecified)	-10%	-9%[10 µM]	-10%	-6%	nt	1%	-13%[9.22 µM]	4%
COC(=O)c1c(Oc2nc(OC)cc(OC)n2)cccc1Oc1nc(OC)cc(OC)n1	4%	nt	6%	-14%	2%	-6%	-15%	-2%
COc1ccc(OC)c(C2NC(=S)NC3=C2N2CCC3CC2)c1 (stereo unspecified)	2%	-17%	1%	-6%	nt	-1%	-7%	4%
O=C(CSc1nc2[nH]ncc2c(=O)n1-c1ccccc1)NCCc1ccccc1	?	16%	11%	3%	-44%	-5%	?	-11%
CC(C)(C)CN1CCNC(=O)C1CC(=O)N1CCC(C(=O)N2CCOCC2)CC1 (stereo unspecified)	-7%	7%[10 µM]	?	-5%	0%	8%	-9%[9.22 µM]	2%
CN1CCc2c(sc(N)c2C(=O)O)C1	?	7%	?	?	9%	-10%	10%	?
CN(C)CC/C=C1\c2cc(F)ccc2CSc2ccccc21	5%	9%[10 µM]	7%	-9%	-2%	2%	7%	3%
O=C(CC12CC3CC(CC(C3)C1)C2)N/N=C\c1ccc[nH]1	-7%	-4%	-8%	-11%	-3%	-13%	-10%	13%
O=P(Cc1ccccn1)(c1ccccc1)c1ccccc1	21%	-5%	13%	-2%	6%	-12%	0%	-2%
Clc1cccc2c1CCN(Cc1nc(-c3cnccn3)no1)C2	?	nt	-12%	3%	-3%	9%	nt	-3%
Cc1nn(-c2ccccc2)c(C)c1CCC(=O)O	3%	-15%	3%	5%	22%	1%	-3%	-1%
Cc1ccc(S(=O)(=O)CCc2nc3ccccc3s2)cc1	-1%	-8%[10 µM]	?	-13%	1%	-11%	-10%	6%
CC(=O)Nc1c(NC(C)C)c2ccccc2oc1=O	9%	4%	-5%	6%	-6%	2%	11%	3%
CCOC(=O)c1sc(NC(=O)c2ccc3ncsc3c2)nc1C	?	-35%[inhibitor]	-3%	-6%	2.8µM*	-8%	?	-1%
COC(=O)c1ccccc1S(=O)(=O)N(Cc1cc2ccc(OC)cc2[nH]c1=O)CC1CCCO1 (stereo unspecified)	2%	-4%[10 µM]	-3%	-3%	21%	-6%	3.5µM*	0%
O=C(NCc1ccccc1)C(=O)NCC1OCCN1S(=O)(=O)c1ccc2c(c1)OCCO2 (stereo unspecified)	-5%	nt	-3%	-8%	-20%	-16%	-6%	-10%
CCOc1ccc(/C(O)=C2\C(=O)C(=O)N(c3cc(C)on3)C2c2ccccc2OC)cc1 (stereo unspecified)	22µM*	-10%[10 µM]	-4%	-9%	?	-8%	-4%	0%
Cc1cccc2sc(N(CCCN(C)C)C(=O)c3cc4ccccc4oc3=O)nc12	?	1%[10 µM]	1%	?	5%	-11%	0%	5%
COc1nc(-c2cccc([N+](=O)[O-])c2)nc2ccccc12	nt	1%[10 µM]	-1%	-12%	nt	-22%	-12%[9.22 µM]	-14%
CCOC(=O)c1c(C)[nH]c(C)c1C(=O)CSc1nnc(-c2cc(OC)c(OC)c(OC)c2)o1	5%	3%	-2%	-11%	0%	3%	2%	6%
COc1cc2ccc(=O)oc2c(O)c1O	?	2%[1.9 µM]	?	?	?	-26%&-30%	nt	?
Clc1ccc(-c2nnc3sc(-c4ccc(Br)o4)nn23)cc1	6%	7%[10 µM]	?	2%	-15%	2%	-12%	4%
COc1ccc(NC(=O)CSc2n[nH]c(N)n2)cc1OC	-7%	-4%	-29%	-6%	2%	0%	13%	2%
O=S(=O)(NC1c2cccc3cccc(c23)C1N1CCN(CCO)CC1)c1ccccc1 (stereo unspecified)	?	22%	-17%	-12%	7%	-3%	14%	5%
CCOC(=O)c1[nH]c(C)c(CN(C(C)=O)c2ccc(OCC)cc2)c1C	?	7%[10 µM]	7%	-9%	nt	-13%	8%[9.22 µM]	-3%

Part of the list above, with bars between the fields.
Molecule | ALDH1A1 block | HTT cytoprotect | JMJD2E inh | Tau fibril ThT | SMN2 splice up | Tau fluor cs | HTT aggregate | Tau FP inhib
O=C(NCc1ccccc1)C(=O)NCC1OCCN1S(=O)(=O)c1ccc2c(c1)OCCO2 (stereo unspecified) | -5% | nt | -3% | -8% | -20% | -16% | -6% | -10%
CCOc1ccc(/C(O)=C2\C(=O)C(=O)N(c3cc(C)on3)C2c2ccccc2OC)cc1 (stereo unspecified) | 22µM* | -10%[10 µM] | -4% | -9% | ? | -8% | -4% | 0%

Additional structures
SMILES	ALDH1A1 block	HTT cytoprotect	JMJD2E inh	Tau fibril ThT	SMN2 splice up	Tau fluor cs	HTT aggregate	Tau FP inhib
Nc1nonc1C(=O)N/N=C/c1ccc(Br)o1	0%	14%[10 µM]	3%	-15%	nt	-13%	11%[9.22 µM]	3%
CC(=O)Nc1cccc(NC(=O)Nc2cccc(Cl)c2C)c1	9%	6%[10 µM]	0%	-7%	-8%	-8%	-3%[9.22 µM]	-14%
COc1ccccc1N1CCN(c2ccc(-c3ccccc3)nn2)CC1	?	-102%[inhibitor]	?	?	?	-26%	-17%	2%
CCOC(=O)C(C)Oc1cccc2c(=O)n(CC(=O)NCc3ccco3)ccc12 (stereo unspecified)	1%	-19%	6%	5%	-2%	2%	-4%	5%
Cc1cc([N+](=O)[O-])ccc1N(C)C	3%	nt	3%	-5%	-5%	-5%	0%	1%
CCN(CC)S(=O)(=O)c1ccc2nnn(O)c2c1	16%	-33%[inhibitor]	-6%	-7%	-10%	-9%	7%	10%
CC(=O)Oc1cccc(N2C(=O)C3C4C=CC(C4)C3C2=O)c1 (stereo unspecified)	10%	-16%[10 µM]	-4%	-7%	-3%	-2%	5%	5%
O=[N+]([O-])c1cccc(-c2nc3ccc([N+](=O)[O-])cc3[nH]2)c1	-11%	-22%	2%	?	-73%[inhibitor]	?	?	12%
CCN(CCn1cccn1)Cc1cn[nH]c1-c1ccc(-c2ccccc2)cc1	?	-23%[10 µM]	1%	-1%	nt	-2%	0%[9.22 µM]	5%
S=C(NCc1ccc(Cl)cc1Cl)NC1CCCCC1	?	nt	-2%	1%	nt	?	?	-13%
CCC(C)(C)NC(=O)CN(C(=O)CNS(=O)(=O)c1ccc(C)cc1)c1ccc2c(c1)OCCO2	?	-22%	3%	8%	-1%	8%	28%	4%
CCC(C(=O)O)n1c(C(F)(F)F)nc2ccccc21 (stereo unspecified)	13%	-2%[10 µM]	-6%	7%	-12%	13%	-9%	10%
CN(C)C(=O)CSc1nnc(Cc2ccc([N+](=O)[O-])cc2)o1	-6%	-33%	9%	-17%	?	-7%	8%	5%
Cc1ccccc1OCC(O)CN(CCO)Cc1ccccc1 (stereo unspecified)	6%	-27%	2%	-3%	-6%	-1%	18%	6%
Cc1ccc2c(c1)C1CN(C)CCC1N2C(=O)COc1ccccc1F (stereo unspecified)	nt	14%[10 µM]	3%	?	nt	2%	-8%[9.22 µM]	3%
NC(=O)c1ccc(-n2nnnc2SCC(=O)Nc2ccc(N3CCOCC3)c(Cl)c2)cc1	?	2%[10 µM]	6%	-10%	-23%	-9%	-8%	-2%
Nn1c(-c2cccc(Br)c2)n[nH]c1=S	22µM*	8%	?	-8%	11%	5%	-25%	3%
CCOC(=O)C(N)CSC1CC(=O)N(c2ccc(C(=O)OC)cc2)C1=O (stereo unspecified)	7.1µM*	1%	5%	-12%	-3%	-10%	13%	-9%
CN(C)/C=N/c1c(C#N)cnn1-c1ccc(C(F)(F)F)cn1	2%	16%	2%	-3%	14%	0%	-5%	-1%
CCOCc1cn(CC(=O)c2ccc(Cl)cc2)c(C)nc1=N	-3%	8%	1%	-11%	0%	-9%	10%	-8%
Cc1cc(C)c(C(=O)OCCNC(=O)c2cccnc2)cc1C	6%	-27%[0.074 µM]	-3%	-11%	-9%	-5%	-3%	-10%
CCC(=O)Nc1sccc1C(=O)OC	0%	-4%	9%	3%	15%	-1%	17%	-2%
CS(=O)(=O)N1Cc2ccccc2CC1C(=O)Nc1ccccc1C(N)=O (stereo unspecified)	0%	2%	-10%	-2%	7%	4%	13%	1%

Screening results deposited in PubChem BioAssay by National Center for Advancing Translational Sciences (NCATS).
